CCR6 antagonist – antagonists of human CCR6 receptor; AID 493098; 340,000 tested, 0.49% active; CHO-K1 CCR6 PathHunter beta-arrestin, luminescence, CCL20-stimulated; inhibition, % at 20 µM;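 active = compounds whose inhibition of the agonist-driven luminescence signal at 20 µM reaches about 50%, limit read from the data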;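 also: cells stimulated with CCL20 at 14 nM final; plate controls were DMSO with CCL20 for no effect and DMSO without agonist for full effect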
Target sequence (P51684 whole entry, looked up): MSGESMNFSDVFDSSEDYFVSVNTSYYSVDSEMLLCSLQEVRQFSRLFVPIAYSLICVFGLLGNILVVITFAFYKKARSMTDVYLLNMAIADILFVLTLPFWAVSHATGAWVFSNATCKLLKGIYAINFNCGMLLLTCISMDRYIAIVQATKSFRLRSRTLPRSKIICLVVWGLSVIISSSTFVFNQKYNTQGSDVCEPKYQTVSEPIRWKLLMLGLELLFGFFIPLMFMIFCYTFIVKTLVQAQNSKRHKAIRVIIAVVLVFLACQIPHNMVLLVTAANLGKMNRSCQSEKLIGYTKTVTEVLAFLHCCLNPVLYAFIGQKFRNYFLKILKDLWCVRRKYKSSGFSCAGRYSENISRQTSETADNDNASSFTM
Gli-Sufu antag – Gli-Sufu pathway antagonism; 340,000 tested, 0.74% active; Sufu-KO-LIGHT fibroblasts, Gli luciferase reporter luminescence; inhibition, % at 5 µM; AID 588413;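 active = inhibition above about 55%, limit read from the data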;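 also: 0% = DMSO-treated cells and 100% = wells with medium but no cells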
APJ antagonist – blocks the human apelin receptor APJ; AID 2521; CHO-K1 APJ beta-arrestin complementation, luminescence; P35414; 330,000 tested, 0.32% active; inhibition, % at 20 µM;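 active = inhibition above about 40% at 20 µM, limit read from the data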;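 also: cells challenged with 10 nM apelin-13 agonist together with compound; plate controls were apelin-13 plus DMSO wells for no effect and DMSO wells lacking apelin-13 for full effect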
UBC13 polyUb – human UBC13 polyubiquitination inhibition; P61088; UBC13 polyubiquitin chain formation, TR-FRET; inhibition, % at 20 µM; 330,000 tested, 0.47% active; AID 485273; in the data active = inhibition above about 45%, passing the limit was not always enough
Target sequence (P61088 whole entry, looked up): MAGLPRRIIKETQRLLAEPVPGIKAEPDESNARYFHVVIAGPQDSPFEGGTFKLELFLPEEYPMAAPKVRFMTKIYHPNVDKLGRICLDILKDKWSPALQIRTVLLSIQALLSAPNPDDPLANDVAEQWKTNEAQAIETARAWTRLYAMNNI
EBI2 block – antagonists of human EBI2 receptor. P32249. EBI2 beta-arrestin recruitment, luminescence, 7a,25-OHC stimulated. inhibition, % at 5 µM. 360,000 tested, 0.81% active; in the data active = inhibition above about 38%;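 also: enzyme fragment complementation signal reports receptor beta-arrestin coupling in cells; 0% = agonist plus DMSO wells and 100% = wells without agonist; some results beyond the cut were filed as inactive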
Target sequence (P32249 whole entry, looked up, the tested form may be a part): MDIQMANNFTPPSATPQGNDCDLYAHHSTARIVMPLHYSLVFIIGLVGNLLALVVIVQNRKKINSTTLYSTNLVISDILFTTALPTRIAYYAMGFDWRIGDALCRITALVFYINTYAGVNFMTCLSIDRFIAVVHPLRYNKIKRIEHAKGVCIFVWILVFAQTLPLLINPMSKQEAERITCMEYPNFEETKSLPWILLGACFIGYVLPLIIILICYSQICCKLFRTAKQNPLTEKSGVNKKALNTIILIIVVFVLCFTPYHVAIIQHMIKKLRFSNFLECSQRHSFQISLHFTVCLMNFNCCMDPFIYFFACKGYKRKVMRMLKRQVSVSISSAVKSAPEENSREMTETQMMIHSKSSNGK
CXCR6 inh – CXCR6 (human) receptor inhibition; CHO-K1 PathHunter CXCR6 beta-arrestin, luminescence; inhibition, % at 20 µM; 360,000 tested, 0.36% active; in the data active = inhibition above about 34%, passing the limit was not always enough;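 also: antagonist mode with CXCL16 agonist at 10 nM final; 0% = 10 nM CXCL16 with DMSO and 100% = unstimulated wells without agonist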
Jurkat NFkB inh – inhibitors of the PMA/ionomycin-induced NF-kB reporter in Jurkat cells; PMA/ionomycin-induced NF-kB luciferase reporter, luminescence; inhibition, % at 4 µM; 330,000 tested, 0.53% active; AID 435003; in the data active = inhibition above about 50%
697 NFkB inh – inhibitors of the PMA/ionomycin-induced NF-kB reporter in 697 B cells | 330,000 tested, 0.33% active | inhibition, % at 4 µM | 697 B-cell NF-kB luciferase reporter, 16 h; in the data active = inhibition above about 35%
Active calls of the source: *; . = not tested or not shown. An unsorted share of the library. Share with any hit: about 3%.

SMILES	CCR6 antagonist	Gli-Sufu antag	APJ antagonist	UBC13 polyUb	EBI2 block	CXCR6 inh	Jurkat NFkB inh	697 NFkB inh
Cc1ccc(NC(=O)CCc2ccccc2)cc1S(=O)(=O)N1CCOCC1	9	3	7	5	0	2	-10	0
O=C(Nc1ccc2nc3ccccc3nc2c1)c1ccccc1	10	-99	.	.	11	6	.	.
O=C(N/N=C/C(Br)=C\c1ccccc1)c1ccco1	5	-52	-11	-13	-1	-2	-67	-141
CCC(C(=O)NCCCN1CCN(CC)CC1)n1nc(C)n2c(cc3occc32)c1=O (stereo unspecified)	6	-4	11	1	-1	-3	-3	-16
CC(C)(C)NCC(O)c1cc(O)cc(O)c1 (stereo unspecified)	-9	-10	.	.	4	-8	.	.
COC(=O)c1ccc(-c2noc(CN3CCCC(CNC(C)=O)C3)n2)cc1 (stereo unspecified)	-6	0	7	-6	-2	4	1	20
C[C@H](NC(=O)c1ccco1)C(=O)Nc1nnc(SCc2ccccc2)s1	1	1	4	-10	-6	1	-10	-15
O=C(NCc1nc(-c2ccccc2)cs1)c1ccccc1	-8	-8	-10	-6	0	4	-11	-12
COc1ccc(-c2nc(C#N)c(NCC3CCCO3)o2)cc1OC (stereo unspecified)	1	-18	-15	10	-16	-4	-24	18
CCC(Oc1ccccc1)C(=O)Nc1nc2ccccc2[nH]1 (stereo unspecified)	4	-15	-7	1	3	1	-8	-29
O=C(c1cccc(N2C(=O)C3C4C=CC(C4)C3C2=O)c1)N1CCN(c2ccccc2)CC1 (stereo unspecified)	4	4	-10	4	-6	-2	-1	12
O=C(Nc1ccccn1)c1ccc2nc(-c3ccccc3)c(-c3ccccc3)nc2c1	.	.	15	12	.	.	-9	-19
COc1cccc(NC(=O)C2CCN(c3ncccn3)CC2)c1	1	-4	1	-8	13	-8	-3	0
CCOc1ccccc1CNCc1ccc(F)cc1	1	13	14	-1	3	10	3	20
COC(C(=O)Nc1ccnn1C1CCN(Cc2ccc(CO)o2)CC1)c1ccccc1 (stereo unspecified)	0	29	7	-3	8	-6	10	24
CC(C)(C)c1ccc(-c2cnco2)cc1	11	2	2	-9	3	10	-10	27
Cc1nn(-c2ccccc2)nc1C(=O)NNC(=O)c1ccc(C(F)(F)F)cc1	2	8	-10	-3	-6	4	-14	-11
CCC(CC)C(=O)NCCc1cc2ccc(OC)cc2[nH]c1=O	-7	-1	13	2	-9	4	14	19
CCc1cccc2c(SC(C)C(=O)NCC3CCCO3)nc(-c3ccccc3)nc12 (stereo unspecified)	5	3	-10	-1	15	5	-12	3
O=C(CSc1nnnn1-c1ccccc1)Nc1nsc(-c2ccccc2)n1	13	-1	11	1	1	-5	-4	0
CCCN(C(=O)c1ccc(-n2cncn2)c([N+](=O)[O-])c1)C1CCS(=O)(=O)C1 (stereo unspecified)	0	-2	-7	-6	-25	-2	-12	6
COc1ccc(C(=O)N2CCN(c3ccccc3Cl)CC2)cc1S(=O)(=O)NC1CC1	11	-6	-2	-2	4	7	0	-7
CCc1ncc(CN2CCCC(C(=O)Nc3cccc(-c4ccc(F)cc4)c3)C2)cn1 (stereo unspecified)	0	7	3	6	1	3	33	13
CC(=O)NC1=NN(C(C)=O)C2(S1)C(=O)N(C(C)C)c1ccc(C)cc12 (stereo unspecified)	-12	3	17	-4	0	2	-11	-17
CN(CC(=O)NCC(c1ccco1)N1CCCCC1)S(=O)(=O)c1ccc(Cl)cc1 (stereo unspecified)	6	9	-39	-4	5	2	2	-16
C/C(=N/NC(=O)CCc1ccccc1)c1ccco1	-16	-10	14	0	-12	-4	-4	3
CN1CCN(c2ccc(NC(=S)NC(=O)c3cccc4c(Cl)cccc34)cc2)CC1	28	-1	6	26	19	4	12	-21
O=C(COC(=O)CN1C(=O)COc2ccccc21)NC1CCCCC1	-13	-9	14	-18	-1	0	8	5
O=C(c1cc(COc2cccc(C(F)(F)F)c2)on1)N1CCC(c2ccncc2)CC1	21	51	-1	-1	-5	-3	17	-57
Cc1ccc(NC2=NCCC2)cc1Cl	4	7	-1	-1	-7	-16	-10	-11
CN(C)c1cccc2c1c(NC(=O)Nc1ccccc1)nn2C	4	-3	-29	1	5	-5	1	18
CCn1nccc1C(=O)Nc1nc2ccccc2n1CCN1CCCCC1	54*	-5	18	-13	-2	64*	-17	-50
Cc1nc(-c2ccc([N+](=O)[O-])cc2)nc2[nH]ccc(=O)c12	6	-72	-25	4	-7	-8	-132	-177
COc1ccccc1NS(=O)(=O)c1cc(NC(=O)CN2C(=O)NC3(CCCCC3)C2=O)ccc1C	11	2	.	.	3	-5	.	.
CCOc1ccccc1NS(=O)(=O)c1ccc2c(c1)NC(=O)CCS2	3	38	10	3	-5	-7	7	7
O=C(O)C1Cc2ccccc2CN1S(=O)(=O)/C=C/c1ccccc1 (stereo unspecified)	3	3	8	6	-1	-2	10	1
N#CCC(=N)N1CCN(c2ccccc2Cl)CC1	-2	5	-10	0	8	0	-8	13
CCCc1nc2ccccc2n1C(=S)SC	4	4	-10	10	-2	8	-5	-17
CC(=O)NC(CC(=O)Nc1ccc(S(=O)(=O)N2CCOCC2)cc1)c1ccccc1 (stereo unspecified)	5	-16	3	-1	1	-1	-5	-1
CCN1CCN(c2ncnc3c2cnn3-c2ccc(Cl)cc2)CC1	12	-21	-65	6	2	2	-102	-72
CC(=O)Nc1cc2c(cc1NC(=O)Cn1nc(-c3ccc4c(c3)OCCO4)ccc1=O)OCCO2	9	0	2	-19	0	2	0	3
CCOC(=O)/C=c1\s/c(=C\c2c(OCC)ccc3ccccc23)c(=O)n1CC(=O)NCC1CCCO1 (stereo unspecified)	20	-9	-10	-12	15	1	-13	-25
CC12CCC(C(=O)N(CC(O)CN3CCCCC3)C1=O)C2(C)C (stereo unspecified)	17	4	-15	1	-6	-1	-10	-7
COc1ccc(NC(=O)c2ccc3c(=O)n4c(nc3c2)CCCCC4)cc1	12	-20	18	3	13	-1	1	12
COc1ccc(C(CNC(=O)CN2C(=O)NC(C)(c3ccc4ccccc4c3)C2=O)N2CCCC2)cc1 (stereo unspecified)	13	3	.	.	2	1	.	.
O=C1CC2C(CC(OC(=O)c3ccc(-c4ccccc4)cc3)C2CO)O1 (stereo unspecified)	7	-25	15	-9	7	-9	-45	-62
COc1ccc(C(=O)N/N=C/c2ccc3cccc(O)c3n2)cc1	17	-14	-1	-27	1	-2	4	4
CN1CCN(S(=O)(=O)c2ccc(NC(=O)C3CCCCC3)cc2)CC1	0	-12	3	2	-3	2	9	11
COc1ccc(-c2cn(-c3ccc(OC)cc3)c3[n+]2-c2ccccc2CC3)cc1	14	88*	6	-3	-13	4	40	27
O=C(Cc1cccs1)NCCN1CCOCC1	2	20	2	19	-7	-8	10	-6
Cc1noc(/C=C/c2ccccc2F)c1S(=O)(=O)N1CCC(C(=O)N2CCN(C)CC2)CC1	24	5	12	20	-8	-1	-9	2
CCOC(=O)N/N=C/c1ccc(OCCSc2ccc(Cl)cc2)c(OC)c1	-2	7	-8	9	1	-10	-5	11
CC1=CC(C)(C)N(C)C(=O)N1c1ccc(Cl)cc1	16	11	13	2	2	-2	-8	-2
c1ccc2cc(-c3csnn3)ccc2c1	0	-3	-4	-4	0	-16	-12	-9
Nc1cc(Cl)ccc1C(=O)OCC(=O)NC1CCCCC1	14	-3	-17	0	2	-5	-16	-26
CN(CCc1ccccn1)C(=O)CCC1CCCN(C(=O)c2cscn2)C1 (stereo unspecified)	12	-11	12	2	-10	0	11	19
COc1ccc(C2/C(=C(/O)c3ccc(C)cc3)C(=O)C(=O)N2C)c(OC)c1 (stereo unspecified)	-1	10	-15	-5	2	7	-4	5
CC(C)[C@H](NC(=O)c1cc2cc(Cl)ccc2n1C)C(=O)N[C@@H](C(=O)O)c1ccccc1	8	7	22	-1	-2	-3	-5	0
Cc1ccn(C(=O)c2cc3ccccc3oc2=O)n1	.	.	-1	-11	.	.	-10	3
Cc1ccc(-c2nn(CC(=O)NN3CCOCC3)c(=O)c3ccccc23)cc1	-5	5	16	-14	-4	8	4	-8

Whole records, quoted from the list. Values in the order: CCR6 antagonist	Gli-Sufu antag	APJ antagonist	UBC13 polyUb	EBI2 block	CXCR6 inh	Jurkat NFkB inh	697 NFkB inh
Shown for COc1ccc(C2/C(=C(/O)c3ccc(C)cc3)C(=O)C(=O)N2C)c(OC)c1 (stereo unspecified) → -1	10	-15	-5	2	7	-4	5
Shown for Nc1cc(Cl)ccc1C(=O)OCC(=O)NC1CCCCC1 → 14	-3	-17	0	2	-5	-16	-26
Shown for O=C(NCc1nc(-c2ccccc2)cs1)c1ccccc1 → -8	-8	-10	-6	0	4	-11	-12
Shown for CC(C)(C)NCC(O)c1cc(O)cc(O)c1 (stereo unspecified) → -9	-10	.	.	4	-8	.	.

(further entries)
SMILES	CCR6 antagonist	Gli-Sufu antag	APJ antagonist	UBC13 polyUb	EBI2 block	CXCR6 inh	Jurkat NFkB inh	697 NFkB inh
Cc1ccnc2c(N3C(=O)C4C5c6ccccc6C(c6ccccc65)C4C3=O)cccc12 (stereo unspecified)	10	2	3	-4	6	2	-10	-27
Cc1ccc(S(=O)(=O)N2CCc3cc4c(cc3C2C)OCCCO4)cc1 (stereo unspecified)	17	-17	8	-6	7	0	-1	-17
CCOc1cc(C(=O)N2CCN(c3ccccn3)CC2)cc(OCC)c1OCC	9	11	4	0	-7	6	-4	-11
CCc1ccc([C@H]2C(C(=O)O)=C[C@@H](C(C)(C)C)N2S(=O)(=O)c2ccc(C)cc2)cc1	0	-26	-3	3	3	5	-12	20
O=S(=O)(NCCc1ccccc1F)c1cccc(S(=O)(=O)N2CCOCC2)c1	5	7	13	1	4	3	3	18
O=C(NCc1ccco1)c1cc(NS(=O)(=O)c2cccc([N+](=O)[O-])c2)ccc1O	-7	0	-20	23	-9	-13	-7	7
CCCCc1nnc(NC(=O)C(C)Sc2nc(O)c(Cc3ccccc3)c(=O)[nH]2)s1 (stereo unspecified)	0	-1	-6	3	-6	-8	3	9
O=C1c2ccccc2C(O)N1c1cccnc1 (stereo unspecified)	-4	9	-2	-2	-9	5	3	7
CCC1(c2ccc(F)cc2)NC(=O)N(CC(=O)Nc2cc(S(=O)(=O)N(C)C)ccc2Cl)C1=O (stereo unspecified)	0	7	-8	-2	-6	-14	9	-10
CC(Sc1nc2sc3c(c2c(=O)n1-c1ccccc1)CCCC3)C(=O)O (stereo unspecified)	-6	4	-15	2	0	6	5	22
O=C(CCC(=O)N1CCN(S(=O)(=O)c2ccc(Cl)cc2)CC1)NC1CCCc2ccccc21 (stereo unspecified)	-7	9	-3	-5	9	-2	14	1
NC(=O)C1(N2CCCCC2)CCN(CC(=O)Nc2cc(Cl)ccc2Cl)CC1	8	8	-12	9	6	-5	8	14
CN(C)S(=O)(=O)c1ccc(Cl)c(NC(=O)CN2C(=O)NC3(CCCC3)C2=O)c1	21	2	11	0	-5	8	11	12
CCN(CC)/C(=N\S(=O)(=O)c1ccc(F)cc1)c1ccccc1	2	8	11	2	-6	6	5	9
COc1cc(S(=O)(=O)NC2CCCCC2C)ccc1F (stereo unspecified)	3	8	17	4	-7	-13	-1	-1
O=C(COC(=O)c1ccc2c(c1Cl)C(=O)c1ccccc1C2=O)NC1CCCCC1	-4	23	-40	-14	-12	-18	-9	0
CCOC(=O)c1c(NC(=O)/C=C\C(=O)O)sc(C)c1-c1ccccc1	13	-1	6	-4	3	3	-6	16
CCCCOc1ccc(C(=O)Nc2cccc(-n3cnnn3)c2)cc1OC	13	6	11	-3	4	1	0	-4
COc1ccccc1Nc1nc(N)nc(CN2CCC(C)CC2)n1	12	35	-15	-14	3	1	-15	-16
CCN(CC)S(=O)(=O)c1ccc(NC(=O)c2ccc(CN3CCOCC3)cc2)cc1	-8	10	11	5	-2	-8	58*	5
O=C(Nc1ccncc1)c1cc(-c2cccc(Br)c2)nc2ccccc12	-17	39	0	-4	-34	-7	-16	-92
CCOc1ccc(NS(=O)(=O)c2ccc(NC(=O)[C@@H]3CCCC[C@@H]3C(=O)O)cc2)cc1	-1	-4	-12	-1	-4	-2	-3	11
